H37Rv inhibition – M. tuberculosis growth inhibition, HTS (AID 449762). one-dose inhibition, % at 25 µM; IC50 in µM for titrated hits. 330,000 tested, 0.59% active. M. tuberculosis H37Rv growth inhibition, 7H9 media; higher % means a stronger effect; in the data active = a potency from the dose series; inconclusive = inhibition above about 70% without an active follow-up result;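 note: bacterial growth assessed after seven days of incubation; strong numbers were not always called active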
influenza NS1A – NS1A inhibition, H1N1 influenza, cell based functional assay (AID 504329). NS1A functional cell-based assay, percent inhibition; higher % means a stronger effect. inhibition, % at 12.5 µM; hits with a dose series show IC50 in µM. 340,000 tested, 0.3% active; in the data active = a potency from the dose series; inconclusive = inhibition above about 27% without an active follow-up result; note: strong numbers were not always called active
Salmonella PhoP GFP – PhoP regulon inhibitors, Salmonella typhi PhoP promoter GFP reporter, confirmatory (AID 1850) | one-dose inhibition, % at 50 µM; IC50 in µM for titrated hits | 310,000 tested, 0.33% active | Salmonella Typhi PhoP-promoter GFP reporter, fluorescence, 4 h; higher % means a stronger effect; in the data active = a potency from the dose series; inconclusive = inhibition mostly from about 25% at the one dose, without a potency; inactive = the rest, 99 in 100 with inhibition below about 19%;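 note: 0% = induced wells with vehicle and 100% = uninduced wells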
VEEV TC-83 Vero – inhibitors of VEEV TC-83 cytopathic effect, confirmation, Vero cells (AID 588727); Vero cells, VEEV TC-83 cytopathic effect inhibition; higher % means a stronger effect; one-dose inhibition, % at 20 µM; IC50 in µM for titrated hits; 350,000 tested, 0.13% active; in the data active = a potency from the dose series; inconclusive = inhibition mostly from about 14% at the one dose, without a potency; inactive = the rest, 99 in 100 with inhibition below about 12%; note: strong numbers were not always called active
tuberculosis growth – growth inhibition of non-replicating M. tuberculosis (AID 488890) | Mycobacterium tuberculosis non-replicating, growth inhibition; higher % means a stronger effect | 320,000 tested, 0.39% active | inhibition, % at 25 µM; hits with a dose series show IC50 in µM; in the data active = a potency from the dose series; inconclusive = inhibition mostly from about 82% at the one dose, without a potency; inactive = the rest, 99 in 100 with inhibition below about 76%;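 note: plate controls were DMSO cells for no effect and high antibiotic wells for full effect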
VEEV TC-83 Vero 10K pilot screen – second read-out of VEEV TC-83 Vero, no call of its own (marks repeat the call); inhibition, %; measured here: 10K pilot screen inhibition
Numbers without * were called inactive; i = inactive; ? = inconclusive; . = no result given.

SMILES	H37Rv inhibition	influenza NS1A	Salmonella PhoP GFP	VEEV TC-83 Vero	tuberculosis growth	others
COc1ccc2sc(-c3ccccc3OC)c(C#Cc3cncn3C)c2c1	?	13%	.	6.1%	75%
COC(=O)c1ccccc1NC(=S)NC(=O)c1ccc2ccccc2c1	-1%	-6%	1%	7.0%	7%
COc1ccccc1C(=O)NCCC(=O)N(Cc1ccco1)Cc1cccs1	-9%	4%	6%	7.8%	30%
CCN(C(=O)COC(=O)c1cccs1)c1c(N)n(Cc2ccccc2)c(=O)[nH]c1=O	4%	1%	3%	12%	3%
O=C(Nc1ccccc1C(=O)NCCCn1ccnc1)c1ccccc1	-5%	-1%	-4%	i	0%
CC1CCN(CCCNS(=O)(=O)c2ccc3c(c2)CCN3C(=O)C2CC2)CC1	2%	-9%	5%	i	5%
Cc1ccc(/C=N/Nc2nnc(Cl)c3ccccc23)cc1	18%	9%	-4%	7.7%	26%
Cc1csc(Nc2nc(N)c(C(=O)Nc3ccccc3)o2)n1	7%	-11%	-10%	0.2%	-5%
COc1ccc(N2CCN(c3oc(-c4ccc(OC)c(OC)c4)nc3C#N)CC2)cc1	4%	14%	0%	3.4%	-3%
CCC(=O)c1cn(CC(=O)Nc2ccc(OC)cc2)c2ccccc12	1%	-4%	6%	0.5%	10%
CCOc1ccccc1N1CCN(C(=O)C2CSC3(C)CCC(=O)N23)CC1 (stereo not given)	5%	-6%	.	0.3%	13%
COc1cc(CN(C)Cc2cc(=O)n3ccsc3n2)ccc1OC(F)F	-5%	4%	-4%	9.0%	-7%
COc1ccccc1-c1cn[nH]c1-c1ccc(OCC(=O)NN)cc1O	8%	-2%	1%	1.2%	8%
C=CCOC(=O)C1=C(C)N(C)C(=O)NC1c1cc2c(cc1Br)OCO2 (stereo not given)	-4%	-3%	8%	1.5%	26%
COc1ccccc1NC(=O)CSc1nnc(C)s1	.	5%	.	0.6%	.
O=C(NC12CC3CC(CC(C3)C1)C2)C1CC(=O)N(c2ccccc2)C1 (stereo not given)	1%	-7%	5%	2.8%	13%
Nc1c(Cl)cc(S(N)(=O)=O)cc1S(N)(=O)=O	.	21%	.	0.1%	.
C#CCn1c(=NC(=O)c2ccc(S(=O)(=O)N3CCCc4ccccc43)cc2)sc2cc(S(N)(=O)=O)ccc21	51%	-2%	-10%	i	19%
Cc1nc2nc(SCC(=O)N3CCOCC3)nn2c(C)c1Cc1c(F)cccc1Cl	-4%	3%	8%	6.0%	2%
CC(C)(C)C(=O)CNS(=O)(=O)c1ccc(S(=O)(=O)NC2CC2)cc1	5%	-3%	-8%	i	13%
CN(C)c1ccc(NC(=O)Nc2ccc3snnc3c2)cc1	-8%	>100µM*	-19%	1.3%	-9%
Cc1ccc(NC(=S)N2CCN(C(=O)C3CCCO3)CC2)cc1 (stereo not given)	-2%	9%	-5%	1.1%	-7%
O=C(Cn1cnc(S(=O)(=O)N2CCCCC2)c1)N1CCN(c2ccc([N+](=O)[O-])cc2)CC1	7%	3%	1%	0.4%	-10%
O=C1c2ccccc2C(Nc2ccc3c(c2)OCCO3)N1Cc1ccc2c(c1)OCO2 (stereo not given)	-11%	3%	-6%	8.6%	34%
Cc1ccc(C(=O)N/N=C\c2ccc(-c3ccc(Cl)c(Cl)c3)o2)cn1	?	15%	1%	13%	.

Compounds shown so far containing fluorine:
SMILES	H37Rv inhibition	influenza NS1A	Salmonella PhoP GFP	VEEV TC-83 Vero	tuberculosis growth	others
COc1cc(CN(C)Cc2cc(=O)n3ccsc3n2)ccc1OC(F)F	-5%	4%	-4%	9.0%	-7%
Cc1nc2nc(SCC(=O)N3CCOCC3)nn2c(C)c1Cc1c(F)cccc1Cl	-4%	3%	8%	6.0%	2%

New compounds follow
SMILES	H37Rv inhibition	influenza NS1A	Salmonella PhoP GFP	VEEV TC-83 Vero	tuberculosis growth	others
Cc1c(Br)ccc(NC(=O)COc2ccccc2C(N)=O)c1C	-8%	8%	-4%	1.1%	3%
O=C1OC(c2ccc(F)cc2)=N/C1=C\C=C/c1ccccc1	8%	-23%	-3%	1.6%	?
COc1ccc2cc(C)c3nnc(SCC(=O)Nc4nc(-c5ccccc5)cs4)n3c2c1	-18%	-10%	-8%	7.0%	-13%
CC1=CCC(C(=O)O)(C(=O)N/N=C/c2cccs2)C(c2ccc(F)cc2)C1 (stereo not given)	7%	2%	3%	0.2%	5%
O=C1N(Cc2cccnc2)C[C@@H]2C[C@@H](c3ccc(C(F)(F)F)cc3)N3CCC[C@@]123	0%	7%	-3%	i	-9%
O=C(/C=C/c1ccc(OC2CSC2)cc1)c1ccc(Cl)cc1	12%	0%	5%	1.9%	?
CC[C@@]1(C(=O)OC)N[C@H](CN(C)C(=O)Nc2ccc(F)cc2)[C@@H]2C(=O)N(Cc3ccccc3)C(=O)[C@@H]21	7%	17%	.	i	24%
O=S(=O)(Nn1c(O)c(C=C2N=c3ccccc3=N2)sc1=S)c1ccccc1	2%	5%	-5%	i	1%
CCCCn1c(=O)[nH]c(=O)c2c1nc(COc1ccc(C#N)cc1)n2CCC	-6%	1%	0%	3.7%	0%
CC(C)C(C(=O)NCc1ccco1)N(CC1CCCO1)C(=O)CNS(=O)(=O)c1ccc(F)cc1 (stereo not given)	-6%	-5%	16%	i	1%
CC1(C)CC(=O)c2sc(NC(=O)CN3CCCCC3)nc2C1	-10%	-5%	-1%	0.6%	2%	VEEV TC-83 Vero 10K pilot screen=0.2
O=[N+]([O-])c1ccc(C2Oc3ccccc3C3CC(c4ccccc4)=NN32)s1 (stereo not given)	6.1µM*	.	-8%	.	?
Cc1ccc(S(=O)(=O)N/N=C\c2cc([N+](=O)[O-])ccc2Cl)cc1	6%	-1%	-10%	i	2%
Cn1c(-c2ccccc2Br)n[nH]c1=S	-3%	-7%	-3%	1.1%	16%
CCC(c1nnnn1C(C)(C)C)N1CCN(c2cc(Cl)ccc2C)CC1 (stereo not given)	3%	1%	1%	2.9%	43%
Cc1nc(SCc2ccccc2)c([N+](=O)[O-])[nH]1	-5%	4%	-9%	0.6%	-1%
O=C(c1ccc(F)c(F)c1)N1CCCc2ccccc21	3%	1%	-1%	0.2%	5%
CC(C)(Oc1ccc(Cl)cc1)C(=O)Nc1ccc(S(=O)(=O)Nc2ncccn2)cc1	2%	-4%	5%	i	4%
Cc1ccc(CNC(=S)Nc2ccc(C)c([N+](=O)[O-])c2)cc1	2%	18%	-6%	i	35%
COc1cc2ccccc2cc1C(=O)OCC(=O)N1CCOCC1	0%	-14%	-8%	0.3%	4%
CC(C)(C)C1CCC(C(=O)NNC(=O)c2ccncc2)CC1 (stereo not given)	6%	-3%	8%	i	55%
CCc1nnc(NC(=O)C2CC(=O)N(C3CCCC3)C2)s1 (stereo not given)	10%	8%	-5%	1.1%	-8%
CC1(C)Cc2c(sc3nc(SCC(=O)NCc4ccco4)n(-c4ccccc4)c(=O)c23)CS1	5%	3%	-19%	5.8%	1%
Cc1cccc(C)c1NC(=O)c1sccc1SCC#N	8%	-5%	-9%	2.0%	3%
CC(C(=O)NC1=NCCS1)(C(F)(F)F)C(F)(F)F	3%	-2%	0%	6.9%	-3%
Remaining list, next part.
SMILES	H37Rv inhibition	influenza NS1A	Salmonella PhoP GFP	VEEV TC-83 Vero	tuberculosis growth	others
O=C1C=C(c2ccc(-c3ccccc3)c(F)c2)C[C@@H](c2ccc(F)cc2)C1	-10%	-2%	.	1.5%	-23%
COc1ccc(C)cc1-n1c(=O)c2ccccc2c2ccccc2c1=O	.	0%	.	1.1%	.
CC(=O)c1cccc(NC(=O)N2CCC(c3nnc(SCC(N)=O)n3C)CC2)c1	0%	-4%	3%	i	4%
N#Cc1nc(-c2ccccc2)oc1N1CCCCC1	1%	23%	1%	i	7%
Cc1c(C(=O)Nc2ccccn2)oc2ccccc12	.	-3%	-2%	4.6%	.
CC1(C)C(C(=O)N2CCN(c3ccc(Cl)cc3)CC2)C1(C)C	8%	-3%	-9%	0.5%	0%
COc1ccccc1Nc1nc(NCCCCO)nc(N2CCCC2)n1	-4%	7%	-7%	5.9%	20%	VEEV TC-83 Vero 10K pilot screen=5.4
O=S(=O)(Nc1nccs1)c1ccc(NS(=O)(=O)c2c(F)cc(F)c(Cl)c2F)cc1	-3%	4%	.	1.0%	54%
C=CCNCC(=O)Nc1ccccc1SCC(=O)Nc1ccsc1C(=O)OC	6%	-5%	-6%	0.6%	24%
Cc1ccc(NC(=O)CSc2ccc(-c3ccc(-n4cccn4)cc3)nn2)c(C)c1	-9%	-13%	4%	0.6%	-6%
O=C1C=C(c2cc3ccccc3s2)CCC1	-2%	5%	0%	3.9%	-2%
COC(=O)CCC(=O)NC(=S)Nc1ccc(S(=O)(=O)Nc2cc(OC)nc(OC)n2)cc1	10%	0%	5%	0.3%	25%
COc1ccc(N(C(=O)COc2ccccc2)C2C=CS(=O)(=O)C2)cc1 (stereo not given)	-1%	0%	-3%	i	9%
COc1ccccc1N(CC(=O)N1CCc2ccccc2C1)S(C)(=O)=O	-1%	7%	9%	3.5%	-5%
Cc1ccc(C2=N/C(=C\N3CCCCC3)C(=O)O2)cc1	-4%	5%	-11%	i	.
O=C1CCC(C(=O)OCC(=O)Nc2ccc(Cl)cc2C(F)(F)F)=NN1	-3%	-14%	.	3.0%	-2%
CCc1ccc(S(=O)(=O)Nc2ccc(-c3ccc4nncn4n3)cc2)s1	38%	-16%	4%	5.9%	25%
CCC(=O)N1CCC(NC(=O)Nc2ccc(OC(F)(F)F)cc2)CC1	-1%	-23%	.	2.1%	-2%
N#CCN1C(=S)N=C(Nc2cccc(Cl)c2)C12CCCCC2	4%	-2%	-11%	i	15%
CCN(CCNC(=O)C1CCN(S(=O)(=O)c2cccc3cccnc23)CC1)c1ccccc1	-6%	0%	-4%	7.7%	25%
CCC1C(=O)NCCN1C(=O)c1ccc(OC)c(OC2CCN(C(C)=O)CC2)c1 (stereo not given)	-7%	-6%	-4%	2.9%	-11%
O=C(c1ccc(F)cc1)C1CCN(Cc2ccccc2)CC1	.	-5%	.	0.1%	.
O=C(Cn1nc(CNc2ccc(Cl)cc2)[n+]2c1CCCCC2)c1ccccc1	1%	-2%	-5%	1.6%	76%
COC1CCN(C(=O)C2CCC(=O)N(C3CCCCCC3)C2)CC1 (stereo not given)	-2%	4%	2%	0.3%	-1%
CCC1C(C#N)=C(SC)NC2=C1C(=O)CC(C)(C)C2 (stereo not given)	4%	-2%	2%	i	16%

Overlap with the part before: six entries, followed by the next part.
SMILES	H37Rv inhibition	influenza NS1A	Salmonella PhoP GFP	VEEV TC-83 Vero	tuberculosis growth	others
CCN(CCNC(=O)C1CCN(S(=O)(=O)c2cccc3cccnc23)CC1)c1ccccc1	-6%	0%	-4%	7.7%	25%
CCC1C(=O)NCCN1C(=O)c1ccc(OC)c(OC2CCN(C(C)=O)CC2)c1 (stereo not given)	-7%	-6%	-4%	2.9%	-11%
O=C(c1ccc(F)cc1)C1CCN(Cc2ccccc2)CC1	.	-5%	.	0.1%	.
O=C(Cn1nc(CNc2ccc(Cl)cc2)[n+]2c1CCCCC2)c1ccccc1	1%	-2%	-5%	1.6%	76%
COC1CCN(C(=O)C2CCC(=O)N(C3CCCCCC3)C2)CC1 (stereo not given)	-2%	4%	2%	0.3%	-1%
CCC1C(C#N)=C(SC)NC2=C1C(=O)CC(C)(C)C2 (stereo not given)	4%	-2%	2%	i	16%
CC1CCCCN1CCn1c(=S)[nH]c2ncccc2c1=O (stereo not given)	-1%	5%	3%	i	-8%
Cc1ccc(C(=O)Nc2cccc(NC(=O)c3ccc(C)c([N+](=O)[O-])c3)n2)cc1[N+](=O)[O-]	15%	0%	-9%	2.5%	4%
NC(=O)c1ccc(NC(=O)COC(=O)c2c[nH]c3ccccc23)cc1	.	-6%	.	3.2%	.
COc1ccc(N2C3=[N+](CCCC3)CC2(C)O)cc1 (stereo not given)	5%	19%	-1%	0.2%	-4%
CCOc1ccc(OCc2ccc(C(=O)NN)o2)cc1	-12%	-27%	-1%	i	15%
Cc1ccc(-c2c(C#N)c(N)n(-c3ccccc3)c(=O)c2C#N)cc1	-6%	0%	17%	0.4%	0%
O=C(c1cccc(S(=O)(=O)N2CCCCC2)c1)N1CCOCC1	1%	0%	-7%	0.4%	14%
CCOC(=O)C1Cn2c(nc3c(c2=O)C2(CCCC2)Cc2ccccc2-3)S1 (stereo not given)	3%	0%	-6%	0.6%	19%
Cc1nnc(SCc2ccccc2)[nH]c1=O	3%	0%	-4%	0.3%	7%
CC(C)c1ccc(N(C(=O)CNC(=O)c2ccco2)C(C(=O)NC2CCCC2)c2cccnc2)cc1 (stereo not given)	4%	-7%	13%	0.2%	-3%
CCC1(CC)Cc2ccccc2C(=O)N1	-1%	2%	3%	4.5%	-9%
CCOc1ccc(N2CC(C(=O)Nc3ccc(S(=O)(=O)NCC4CCCO4)cc3)CC2=O)cc1 (stereo not given)	-3%	6%	-7%	1.1%	10%
